Assay outcomes deposited in PubChem by National Center for Advancing Translational Sciences (NCATS).
Menin MLL FP TR: qHTS Assay for Inhibitors Targeting the Menin-MLL Interaction in MLL Related Leukemias: Competition With Texas Red Labeled MLL-derived Mutant Peptide | O00255 | Menin + Texas Red MLL mutant peptide, fluorescence polarization | Potency, µM (top dose mostly 61.6 µM), without a hit: at the highest dose FP activity change, negative = inhibition, most hits filed as inhibitors | 270,000 compounds, 0.23% hits; active means well fitted inhibition curve with a large enough effect in the polarisation, with a control signal flat, not every such curve was filed as active; inconclusive means small, poorly fitted or top-dose-only effect, or effect the other way, or a change in a side signal; inactive means no such curve, though single readings can be large or run the other way; the % refers to the polarisation; further: potency means the concentration at half of the fitted maximal effect; % of control where 0% means no effect; many of its hits are not listed in these tables
MBNL1 CUG block: qHTS Assay for Inhibitors of MBNL1-poly(CUG) RNA binding. Muscleblind-like protein 1 (Homo sapiens), Q9NR56. TR-FRET MBNL1-His/biotin-(CUG)12 binding, 665/545 ratio. Potency, µM (top dose mostly 57.5 µM), for inactives: at the top dose activity change, negative = inhibition, usual class: inhibitors. 280,000 compounds, 0.036% hits. AID 2675, 2010; active means well fitted inhibition curve with a large enough effect in the signal ratio, with a control signal flat, not every such curve was filed as active; inconclusive means small, poorly fitted or top-dose-only effect, or effect the other way, or a change in a side signal; inactive means no such curve, though single readings can be large or run the other way; the % refers to the signal ratio; further: potency means the concentration at half of the fitted maximal effect; on the % scale 0 is the no-effect control and ±100 the full control effect
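TR-FRET readout: Ex 340 nm, 665/545 nm emission ratio, normalized to buffer-only (basal) and MBNL1-(CUG)12 controls. Complex of MBNL1-His with Biotin-(CUG)12, compounds 92 nM–58 uM, incubated 60 min at room temperature.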
PKM2 activator: qHTS Assay for Activators of Human Muscle isoform 2 Pyruvate Kinase. Pyruvate kinase PKM (Homo sapiens), P14618. purified PKM2, Kinase-Glo ATP luminescence, activation; response scale: 0% is enzyme alone, no compound. 260,000 compounds, 0.34% hits. Potency, µM (titrated, usually from 57.5 µM), for inactives: at the highest dose activation, hits mostly activators. AID 1631, 2009; further: potency means the concentration at half of the fitted maximal effect; on the % scale 0 is the no-effect control and ±100 the full control effect; nearly all actives have a fitted effect of over 55% in size
Target sequence (P14618 whole entry, looked up, canonical isoform): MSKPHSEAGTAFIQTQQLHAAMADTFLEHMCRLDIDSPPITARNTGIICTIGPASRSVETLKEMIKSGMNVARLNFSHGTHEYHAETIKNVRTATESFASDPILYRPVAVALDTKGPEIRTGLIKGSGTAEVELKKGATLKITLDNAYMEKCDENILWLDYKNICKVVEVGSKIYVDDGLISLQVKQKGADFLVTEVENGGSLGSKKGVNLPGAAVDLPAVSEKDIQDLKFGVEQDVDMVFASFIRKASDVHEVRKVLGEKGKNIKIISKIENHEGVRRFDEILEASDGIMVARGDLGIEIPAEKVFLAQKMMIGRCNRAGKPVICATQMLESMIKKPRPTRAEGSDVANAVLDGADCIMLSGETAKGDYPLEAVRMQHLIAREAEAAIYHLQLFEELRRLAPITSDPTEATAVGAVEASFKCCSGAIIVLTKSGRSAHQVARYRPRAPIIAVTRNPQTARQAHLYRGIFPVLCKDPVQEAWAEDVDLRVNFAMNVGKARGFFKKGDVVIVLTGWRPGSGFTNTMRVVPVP
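hPK-M2, >95% pure; 0.1 mM ADP / 0.5 mM PEP final; imidazole pH7.2 buffer w/ 7 mM MgCl2, 50 mM KCl; 1 h RT; Kinase-Glo lum. Intermediate enzyme activity for dual inhibitor/activator qHTS.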
KCNH2 WT inh: qHTS for Inhibitors of KCHN2 3.1: Wildtype qHTS | activity change, % at 1.84 µM | U2OS, BacMam KCNH2, thallium flux FluxOr; hits give low values | AID 720551, 2013 | 340,000 compounds, 0.37% hits;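 active means maximum activity change below -70%; inconclusive means maximum activity change between -70% and -50%; inactive means maximum activity change above -50%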; further: on the % scale 0 is the no-effect control and ±100 the full control effect
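U2OS cells transduced with wild-type KCNH2 virus are loaded with FluxOr dye for 45 min, and thallium flux is measured in kinetic reads before and after stimulation buffer. Rate constants are normalized to DMSO controls.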
Mito fusion act: qHTS Assay for Small Molecule Inhibitors of Mitochondrial Division or Activators of Mitochondrial Fusion; AID 485298, 2010; S. cerevisiae fusion-defective mutant growth rescue, CellTiterGlo 48 h; Potency, µM (highest dose often 46.1 µM), for inactives: at the highest dose growth rescue (activation), most hits filed as activators; 320,000 compounds, 0.23% hits;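 further: potency means the concentration at half of the fitted maximal effect; % of control where 0% means no effect; nearly all actives have a fitted effect of over 45% in size; temperature-sensitive fusion mutants such as fzo1-1 at 37 °C on non-fermentable ethanol glycerol medium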
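Read-out: ATP-based luminescence (CellTiterGlo, 10 min ambient) reporting growth of fusion-defective ts yeast after 48 hours at 37C on glycerol/ethanol YPEG medium in the presence of compound.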
Chronic BCR inh: qHTS Assay to Find Inhibitors of Chronic Active B-Cell Receptor Signaling; 340,000 compounds, 0.05% hits; Potency, µM (doses to about 46.1 µM), without a hit: at the highest dose ratio change, negative = lower green/red ratio, actives largely listed as inhibitors; ABC-DLBCL IkBa-CBG/CBR reporter, luminescence ratio, 4 h; active means well fitted inhibition curve with a large enough effect in the signal ratio, with a control signal flat, not every such curve was filed as active; inconclusive means small, poorly fitted or top-dose-only effect, or effect the other way, or a change in a side signal; the % refers to the signal ratio;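 further: potency means the concentration at half of the fitted maximal effect; plate controls were basal doxycycline-induced cells for no effect and cells given 10 µM MG132 for full effect; MG132 reads +100%, hits lower the ratio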
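Compounds up to 46 uM were incubated four hours with TMD8 cells whose green CBG68 luciferase is fused to IkappaBalpha; red CBR luminescence normalised the signal, and concentration-effect curves were fitted to fusion, red and ratio data.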
Eya2 phos inh: qHTS Assay for Inhibitors of the Phosphatase Activity of Eya2. Protein phosphatase EYA2 (Homo sapiens), O00167. recombinant Eya2, OMFP fluorescence dephosphorylation (OMFP is methylfluorescein phosphate). Potency, µM (top dose mostly 76.9 µM), inactives show at the highest dose activity, negative = inhibition, usual class: inhibitors. 330,000 compounds, 0.006% hits. AID 488837, 2010; further: potency means the concentration at half of the fitted maximal effect; on the % scale 0 is the no-effect control and ±100 the full control effect
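Eya2 protein (added as 0.2 uM solution) was preincubated with compound for 10 min at ambient temperature in 50 mM HEPES pH 7.5, 50 mM NaCl, 5 uM MgCl2, 0.05% BSA, 1 mM DTT. OMFP (added at 50 uM) then reacted 10 min; fluorescence read at 485/525 nm.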
TSHR antag: Antagonists of the Thyroid Stimulating Hormone Receptor: HTS campaign. activity change, negative = inhibition, % at 11.5 µM. TSHR-expressing cells, TSH-stimulated cAMP HTRF, 2 h; hits give low values. Thyrotropin receptor (Homo sapiens), P16473. 330,000 compounds, 0.2% hits;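 active means activity change below a set negative limit, meaning inhibition stronger than a set level, cut at about -70% in these data; inconclusive means activity change between two set negative limits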; further: on the % scale 0 is the no-effect control and ±100 the full control effect
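Cell-based HTRF cAMP assay; TSHR cells + compound, TSH EC80 (4nM final), 2 h, 37 deg C. Lysis with anti-cAMP cryptate and cAMP-d2, 30 min RT, read 665/620 nm.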
GALK inhibitor: qHTS Assay for Inhibitors of Human Galactokinase (GALK); P51570; Purified GALK, Kinase-Glo residual ATP luminescence; Potency, µM (top dose mostly 57.5 µM), inactives show at the top dose activity change, negative = inhibition, usual class: inhibitors; 270,000 compounds, 0.007% hits; AID 1868, 2009; further: potency means the concentration at half of the fitted maximal effect; on the % scale 0 is the no-effect control and ±100 the full control effect
Target sequence (P51570 whole entry, looked up): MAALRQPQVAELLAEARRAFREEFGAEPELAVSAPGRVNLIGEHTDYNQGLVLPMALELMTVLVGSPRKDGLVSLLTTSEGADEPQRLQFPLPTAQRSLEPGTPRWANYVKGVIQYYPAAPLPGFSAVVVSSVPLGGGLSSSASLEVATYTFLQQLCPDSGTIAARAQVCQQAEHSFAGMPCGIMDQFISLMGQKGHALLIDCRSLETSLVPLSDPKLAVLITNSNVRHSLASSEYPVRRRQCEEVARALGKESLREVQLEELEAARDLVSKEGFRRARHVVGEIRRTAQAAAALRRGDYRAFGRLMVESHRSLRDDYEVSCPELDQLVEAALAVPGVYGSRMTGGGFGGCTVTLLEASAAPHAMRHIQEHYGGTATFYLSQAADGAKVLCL
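Galactose (100 uM) and ATP (35 uM) were turned over by 5 nM GALK for 1 h at RT. Kinase-Glo Plus then converted the remaining ATP into a luminescent signal.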
S-ASM inh: Inhibitors of Secretory Acid Sphingomyelinase (S-ASM): qHTS; 340,000 compounds, 0.006% hits; placental ASM, HMU-PC fluorogenic substrate, 60 min; Sphingomyelin phosphodiesterase (Homo sapiens), P17405; Potency, µM (titrated, usually from 57.5 µM), for the others: top-dose activity change, negative = inhibition, most hits filed as inhibitors; further: potency means the concentration at half of the fitted maximal effect
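Fluorogenic HMU-PC substrate (9 uM final) is turned over by placental ASM in 60 min at 37 C after a 10 min compound preincubation. Reaction ended by alkaline stop (pH 10), with fluorescence read at 386/447 nm.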
USP2a inh: qHTS Assay for Inhibitors of Ubiquitin-specific Protease USP2a Using CHOP2 as the Reporter | Potency, µM (top dose mostly 38.3 µM), without a hit: at the highest dose activity change, negative = inhibition, hits mostly inhibitors | 330,000 compounds, 0.01% hits | Ubiquitin carboxyl-terminal hydrolase 2 (Homo sapiens), O75604 | AID 463254, 2010 | USP2 core, Ub-CHOP2 coupled fluorogenic reporter, 485/531;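 further: potency means the concentration at half of the fitted maximal effect; plate controls were DMSO wells for no effect and full inhibition by NEM control for full effect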
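Deubiquitinase activity read as fluorescence (485/531 nm) after Ub-CHOP2 cleavage activates the enterokinase reporter on its substrate; USP2 core 10nM, Ub-CHOP2 and substrate 25nM each, 30min compound preincubation then 60min RT; data normalized to NEM, curves fitted.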
Active calls of the source: *; ? = inconclusive; . = no result given. Unless noted, the call rests on the fitted dose curve; in most records, active means well fitted curve in the direction sought with a large enough effect; inconclusive means small, poorly fitted or top-dose-only effect, or another doubt; inactive means no such curve, though single readings can be large; an effect the other way counts as inactive or inconclusive. Only part of the results is shown; rates above refer to the full screens.

SMILES	Menin MLL FP TR	MBNL1 CUG block	PKM2 activator	KCNH2 WT inh	Mito fusion act	Chronic BCR inh	Eya2 phos inh	TSHR antag	GALK inhibitor	S-ASM inh	USP2a inh
CCn1nnc(-c2ccc(N)cc2)n1	11%	-7%	-1%	23	-3%	2%	6%	5	-1%	2%	8%
Cc1ccc(C(=O)c2ccccc2C(=O)OCC(=O)Nc2cccc([N+](=O)[O-])c2)cc1	20%	?	-1%	0	?	?	9%	-1	0%	-5%	0%
C=CCN1C(=O)N(/C=C/C)c2cccc3cccc1c23	-6%	8%	1%	-5	6%	?	-9%	-13	0%	-11%	-1%
CCCCNC(C(=O)Nc1ccc([N+](=O)[O-])cc1Br)c1ccccc1 (stereo not drawn)	1%	5%	-15%	-3	-10%	-1%	-6%	0	1%	-1%	1%
CC(=O)Nc1ccc(N2C(=O)CSC2c2cccc(Br)c2)cc1 (stereo not drawn)	-14%	-6%	.	-1	3%	-1%	2%	9	.	-4%	3%
c1ccc(CN2CCC3(CC2)Nc2ccccc2S3)cc1	.	-2%	1%	-16	-4%	8%	-11%	-3	-3%	2%	3%
COc1ccc(CCN2C(=NC(=O)CCC(=O)O)SC3CS(=O)(=O)CC32)cc1 (stereo not drawn)	19%	-5%	-5%	20	1%	?	21%	4	-1%	0%	0%
COc1ccc(C(=O)NCc2ccncc2)cc1S(=O)(=O)NCc1ccc(Cl)cc1	.	.	.	4	0%	-1%	10%	9	.	0%	3%
Cc1ccc(C)c(N2CC(C(=O)OCC(=O)Nc3cc(C)on3)CC2=O)c1 (stereo not drawn)	9%	4%	-8%	1	-11%	-2%	-1%	6	-1%	1%	8%
O=C(Cc1ccc(Br)cc1)Nc1ccc(S(=O)(=O)Nc2ncccn2)cc1	20%	5%	0%	1	0%	2%	17%	2	0%	-2%	0%
CC1=C(C(N)=O)C(c2ccc(Br)cc2)n2nc(CCCO)nc2N1 (stereo not drawn)	16%	-4%	.	1	1%	-5%	-10%	9	4%	3%	0%
C=CCNc1nc(-c2ccc(OC)cc2OC)cs1	-1%	4%	3%	2	-8%	2%	10%	3	-1%	-2%	0%
CC1C/C(=N/NC(=O)c2ccc(CSc3nc4ccccc4[nH]3)cc2)CC(C)(C)C1 (stereo not drawn)	23%	5%	-2%	-2	0%	?	-1%	0	1%	3%	2%
CN(C)c1ccc(CNCCC2CCOC(C)(C)C2)cc1 (stereo not drawn)	-3%	0%	-1%	.	1%	-2%	-34%	4	2%	.	0%
CC(C)CC(COCc1ccc(F)cc1)N1CCN(C(=O)c2cccc(C(F)(F)F)c2)CCC1=O (stereo not drawn)	3%	9%	1%	-4	25%	-4%	-6%	0	.	0%	0%
COc1ccc(S(=O)(=O)N2CCCCCC2)cc1C(=O)OC(C)C(N)=O (stereo not drawn)	.	-7%	2%	5	-1%	-3%	-24%	-2	-2%	3%	-5%
CSc1nnc(Cc2sc(-c3ccccc3)nc2-c2ccccc2)o1	9%	17%	1%	2	30%	?	4%	9	1%	-8%	-2%
COc1cccc(NC(=O)CNC(=O)N2CC(=O)Nc3ccccc32)c1	15%	-4%	.	-1	9%	?	-9%	25	-2%	6%	1%
O=[N+]([O-])c1ccc(N2CCCC2)cc1NC1CC1	-9%	?	7%	-2	?	0%	-18%	1	0%	-20%	-5%
Cc1ccc(-c2nc(CN(CC3CCC3)CC3CCCO3)c(C)o2)s1 (stereo not drawn)	-12%	10%	-1%	-1	-2%	8%	-6%	-3	-3%	0%	3%
CCN(CC)S(=O)(=O)c1cc(C(=O)OCC(=O)NC2CCCc3ccccc32)ccc1C (stereo not drawn)	0%	-29%	0%	-3	-6%	-1%	-4%	-14	-2%	-4%	0%
CCc1nc2sc(C)c(C)c2c(=O)n1CCO	-8%	-3%	-2%	-2	-3%	-3%	6%	2	-1%	-1%	2%
COc1ccc(CC(C(=O)Nc2cc(C)ccc2C)/C(N)=N/O)cc1 (stereo not drawn)	9%	0%	-7%	-2	-2%	8%	1%	-5	-2%	0%	0%
CCCN1CCN(CCCNC(=O)C2CCN(c3nnc(-n4cccc4)s3)CC2)CC1	-1%	-3%	-1%	-1	2%	0%	4%	6	2%	2%	0%
CC1CCCN(CC(=O)Nc2cc(S(=O)(=O)N3CCOCC3)ccc2N2CCCC2)C1 (stereo not drawn)	.	.	.	-8	-6%	5%	-9%	16	.	3%	-1%
Cc1cc(C)c2c(n1)sc1c(=O)[nH]c(SCc3ccccc3)nc12	-13%	0%	6%	-3	-4%	-8%	3%	4	1%	13%	-1%
O=S1(=O)C=C(SCCN2CCCC2)c2ccccc21	.	5%	-9%	-12	0%	-12%	12%	5	-3%	2%	1%
COc1ccc(CCNC(=O)Cn2c(=O)oc3cc(Cl)ccc32)cc1OC	.	-8%	-5%	-5	1%	-4%	-6%	-1	-2%	0%	0%
COc1ccc(Oc2nc3c(c(=O)n(C)c(=O)n3C)n2C)cc1	?	1%	-24%	-9	0%	4%	-2%	1	1%	4%	-1%
O=C(N/N=C/c1ccc2ncccc2c1)c1ccco1	-12%	?	-43%	1	-3%	?	-16%	-4	16%	4%	4%
CCc1nnc(SCC(=O)NC2CCCCC2)nc1CC	-5%	-1%	-4%	5	-2%	?	5%	11	0%	0%	1%
O=C(Nc1ccc(Cl)c(Cl)c1)N1CCSCC1	9%	7%	-3%	-8	9%	?	-4%	-1	-3%	1%	-1%
CC(=O)Oc1ccc(C(=O)Nc2cccc(C(=O)NC(C)(C)C)c2)cc1	6%	-2%	-5%	-2	5%	6%	-9%	2	7%	-1%	0%
CC(C)=CCCC(C)CN1CCC(n2nccc2NC(=O)C2CCCC2)CC1 (stereo not drawn)	-21%	3%	-1%	-2	0%	?	-9%	-3	2%	6%	6%
O=C(COc1ccccc1Cl)NC(=S)N1CCc2ccccc21	2%	-11%	-3%	-26	7%	?	-16%	-11	-2%	-12%	1%
Cc1ccccc1N1OC2C(=O)N(c3ccc(F)cc3)C(=O)C2C1c1ccccn1 (stereo not drawn)	1%	-4%	-2%	-8	0%	5%	8%	4	-5%	-3%	3%
CCN(CC)CCCn1c2c(c(SCC(=O)Nc3nccs3)nc1=O)CCC2	.	.	.	6	-4%	?	13%	12	.	-2%	3%
O=C(c1ccc(Cl)cc1)[C@@H]1[C@@H]2C(=O)N(c3ccc(Cl)cc3)C(=O)[C@@H]2C2c3ccccc3C=NN21 (stereo partly drawn)	-10%	-1%	2%	19	22%	1%	11%	-10	2%	1%	4%
CC1CC2=C(CC1/C=N/NC(N)=S)C(C)(C)CCC2 (stereo not drawn)	-5%	2%	-4%	-10	17%	?	7%	-28	0%	-5%	2%
